PRMT1 inh – PRMT1 (human) inhibition, primary screen; 370,000 compounds, 1.3% hits; recombinant PRMT1, activity-based probe fluorescence polarization; Q99873; inhibition, % at 2.79 µM; AID 652257;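 active = inhibition above about 21% made by adding two undisclosed values, limit read from the data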
MBD2 inh – MBD2-methylated oligo binding inhibition; TR-FRET, MBD2 binding to methylated oligonucleotide; inhibition, % at 4.4 µM; 370,000 compounds, 0.31% hits; Q9UBB5; in the data active = inhibition above about 13%
UHRF1 binding – UHRF1 methyl-DNA binding inhibition; UHRF1 binding to methylated oligo, TR-FRET; inhibition, % at 4.4 µM; 370,000 compounds, 0.75% hits; AID 687016; in the data active = inhibition above about 21%;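 note: UHRF1 SRA domain binding a hemimethylated CpG hairpin DNA probe; 0% = median of test compound wells and 100% = reference inhibitor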
KLK7 zymogen act – proKLK7 (human) activation, primary screen; AID 652039; 370,000 compounds, 0.9% hits; P49862; purified proKLK7, EDANS-DABCYL substrate fluorescence; 100% is mature enzyme control, 0% vehicle; activation, % at 7 µM;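 active = activation above the mean of all tested compounds plus 3 SD, computed per campaign excluding outliers beyond control limits, cut at about 13% in these data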
TCR-CD3 inh – blocks the human TCR-CD3 interaction | TAMRA-labeled TCR probe fluorescence, biochemical | inhibition, % at 9.4 µM | 360,000 compounds, 0.37% hits; in the data active = inhibition above about 19%;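 note: recombinant mutant TCR 2C K166C tagged with TAMRA read by polarization; 0% = receptor in buffer alone and 100% = receptor with positive control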
LEDGF integ inh – blocks HIV-1 LEDGF/p75-dependent DNA integration. TR-FRET IN-LEDGF/p75 DNA integration, Eu/Cy5. inhibition, % at 3.7 µM. 370,000 compounds, 0.64% hits. AID 743269;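 active = inhibition above the screen-wide mean plus 3 SD, cut at about 13% in these data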;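 note: signal is the Cy5 over europium emission ratio at 671 and 618 nm; 0% = plate median of compound wells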
Tn7 DDE FP – DD(E)-Tn7 binding inhibition, primary FP screen; 370,000 compounds, 0.13% hits; inhibition, % at 8.3 µM; AID 720508; FP displacement of FITC-Tn7 peptide from fibrin DD(E); 0% = median of compound wells per plate; P02675;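 active = inhibition above the mean of compounds falling within the control limits plus 3 SD of them, cut at about 14% in these data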;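 note: 0% = plate median of compound wells and 100% = 10 µM Aha-Tn7 peptide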
Target sequence (P02675 whole entry, looked up): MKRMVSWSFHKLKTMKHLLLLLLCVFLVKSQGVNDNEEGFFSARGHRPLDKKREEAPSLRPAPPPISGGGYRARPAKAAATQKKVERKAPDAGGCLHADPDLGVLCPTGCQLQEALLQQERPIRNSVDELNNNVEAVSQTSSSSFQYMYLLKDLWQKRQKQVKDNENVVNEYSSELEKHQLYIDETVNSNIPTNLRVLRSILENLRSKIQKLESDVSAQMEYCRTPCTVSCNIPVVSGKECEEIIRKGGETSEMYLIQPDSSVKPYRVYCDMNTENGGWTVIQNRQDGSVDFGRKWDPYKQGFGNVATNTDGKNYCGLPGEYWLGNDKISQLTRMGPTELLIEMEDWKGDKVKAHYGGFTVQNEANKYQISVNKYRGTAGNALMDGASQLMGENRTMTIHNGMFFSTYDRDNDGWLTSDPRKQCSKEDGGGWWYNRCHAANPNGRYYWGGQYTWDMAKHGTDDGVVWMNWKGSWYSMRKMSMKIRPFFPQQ
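System: human fibrin DD(E); quantity: Fibrin-DD(E) at 2 µM final; also added: fluorescent Tn7 probe at 0.1 µM; compound dosing: single nominal test concentration of 8.3 µM per compound; schedule: 10 min preincubation, 3 h with tracer, room temperature; detection: fluorescence polarization of the labelled Tn7 tracer; repeats: one replicate per compound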
Tn6 DDE FP – DD(E)-Tn6 binding inhibition, primary FP screen. P02675. Fibrin DD(E) TRITC-Tn6 fluorescence polarization displacement. inhibition, % at 8.3 µM. 370,000 compounds, 0.21% hits. AID 720509;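 active = inhibition above a per-campaign cutoff: mean of compounds within control limits plus 3 SD, cut at about 15% in these data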;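 note: 0% = median of all compound wells on the plate and 100% = blocking peptide control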
SIAE primary – blocks human sialic acid acetylesterase | Q9HAT2 | SIAE FP-Rh probe binding, fluorescence polarization | inhibition, % at 9.66 µM | 370,000 compounds, 0.69% hits;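 active = inhibition above a cutoff: mean of compounds within the control limits plus 3 SD of those, cut at about 17% in these data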;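 note: 0% = plate median of compound wells and 100% = probe without SIAE protein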
Target sequence (Q9HAT2 whole entry, looked up): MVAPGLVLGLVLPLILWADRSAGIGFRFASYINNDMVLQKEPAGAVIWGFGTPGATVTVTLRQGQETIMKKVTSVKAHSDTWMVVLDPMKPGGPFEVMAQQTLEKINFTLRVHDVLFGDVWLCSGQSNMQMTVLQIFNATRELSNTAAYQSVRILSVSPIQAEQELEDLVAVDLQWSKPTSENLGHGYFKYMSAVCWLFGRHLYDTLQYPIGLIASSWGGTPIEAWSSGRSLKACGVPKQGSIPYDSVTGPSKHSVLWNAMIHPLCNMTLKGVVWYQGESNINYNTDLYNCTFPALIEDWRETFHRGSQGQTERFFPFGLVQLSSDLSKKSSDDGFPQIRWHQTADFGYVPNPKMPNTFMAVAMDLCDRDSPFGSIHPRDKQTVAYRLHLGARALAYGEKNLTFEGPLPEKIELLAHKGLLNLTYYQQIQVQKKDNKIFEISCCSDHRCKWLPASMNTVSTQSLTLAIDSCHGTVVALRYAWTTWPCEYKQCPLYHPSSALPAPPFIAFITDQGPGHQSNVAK
TDP2 absorb – TDP2 (human) inhibition, absorbance primary screen; inhibition, % at 12.8 µM; 370,000 compounds, 0.34% hits; recombinant TDP2, T5PNP hydrolysis, p-nitrophenol absorbance 415 nm; AID 720702; O95551;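 active = inhibition above the mean of all tested compounds plus 3 SD, set per campaign, cut at about 25% in these data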;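 note: 0% = DMSO with enzyme and 100% = buffer with substrate but no TDP2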
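Read-out basis: percent inhibition. System: recombinant human TDP2. Buffer or medium: Mg2+-containing Tris-HCl buffer, pH 7.5. Repeats: single replicate. Timing: reaction 2 h, 37 °C. Benchmarks: high control without enzyme, low control DMSO plus TDP2. Probe or stimulus: 5 mM T5PNP. Doses: 12.8 µM only. Measured by: epi absorbance of p-nitrophenol freed from T5PNP by hydrolysis.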
An asterisk follows results filed as active; & = joins results of further samples.

SMILES	PRMT1 inh	MBD2 inh	UHRF1 binding	KLK7 zymogen act	TCR-CD3 inh	LEDGF integ inh	Tn7 DDE FP	Tn6 DDE FP	SIAE primary	TDP2 absorb
CCN(CC)C(=O)CSc1nnc(SC(C)C(=O)NC2CC2)s1 (configuration not stated)	1	1	-1	-0.2	-2	-1	8	4	0	3
CCS(=O)(=O)Nc1cccc(C2=NN(S(=O)(=O)c3ccccc3)C(c3ccco3)C2)c1 (configuration not stated)	0	0	-1	0.4	-3	-4	10	5	-12	-19
CC(=O)Nc1cc2nn(-c3ccccc3)nc2cc1C	2	2	6	1.6	-1	0	3	8	-6	-15
COc1cc2cnc(-c3ccccc3)c(-c3ccc(C(F)(F)F)cc3)c2cc1OC	-1	4	9	-0.4	-1	-2	0	-12	-8	5
Cc1cc(C(=O)O)ccc1N/C=C1\CCCC(C)C1=O (configuration not stated)	1	2	1	0.9	-3	-1	2	6	5	5
Cc1ccc(-n2nc(C)cc2NC(=O)CC#N)cc1	-11	-1	2	0.5	-9	5	-3	-5	6	-9
Cc1ccc(S(=O)(=O)NCC(=O)Nc2ccc3c(c2)OCCO3)cc1	7	2	2	0.0	2	0	0	5	0	10
COc1ccccc1-n1cnnc1SCC(=O)NCc1cccs1	2	1	2	0.4	-3	0	-3	2	-4	-1
CCCN1C(=O)/C(=C/c2ccc(C)o2)SC1=Nc1ccc(OCC)cc1	4	-3	1	-0.2	1	0	-8	1	-2	8
O=C(COC(=O)C1CC2CCCC(C1)C2=O)Nc1nc(-c2ccc(F)c(F)c2)cs1 (configuration not stated)	-2	-6	2	0.4	-2	1	7	8	-4	-17
CCCn1nnc(NC(=O)/C=C/c2ccc(C(C)C)cc2)n1	2	4	1	-0.5	-5	-1	1	-8	-2	1
Cc1ccc(-c2nn(-c3cccc(F)c3)cc2CN2CCN(c3ccccn3)CC2)o1	7	-2	-1	-0.2	-9	1	-1	-6	5	1
Cc1ccc(S(=O)(=O)N2CCCCC2)cc1NC(=O)CNc1ccccc1N1CCCC1=O	-3	-2	2	-0.1	1	3	-3	-7	-4	-7
CC(C)(C)NC(=O)C(c1ccc(-c2ccccc2)cc1)n1c(=O)c(-c2cc3ccccc3[nH]2)nc2ccccc21 (configuration not stated)	-6	-4	2	-69	1	-1	4	3	-19	-5
COCCOC(=O)c1c(NC(=O)CN2c3ccccc3CC2C)sc(C(N)=O)c1C (configuration not stated)	-1	-3	0	-0.5	-9	2	2	2	-6	-12
Cc1[nH]ccc2cc3nc4ccccc4c3cc12	0	10	-5	2.1	-1	3	7	-6	10	-5
CC1(C)Cc2c(sc3nn[nH]c(=O)c23)CO1	1	-3	-4	0.0	1	2	-3	2	9	7
COc1ccc(S(=O)(=O)Nc2ccc(Cl)cn2)c(C)c1C	1	4	0	0.2	8	1	-4	0	7	1
CCC(=O)N1CCc2nc(-c3ccccc3)sc2C1	5	1	1	0.6	-4	-3	2	6	-2	0
O=S(=O)(c1cnccc1N1CCN(/N=C/c2ccc(Cl)cc2)CC1)N1CCCCC1	1	-1	4	-0.3	-7	2	2	-2	6	-3
CSc1ccc(S(=O)(=O)NCc2ccc(Cl)cc2Cl)cc1	1	4	14	0.4	0	2	-2	0	-8	-6
OC1(C#CCN2CCCC2)c2ccccc2-c2ccccc21	-1	8	14	0.3	4	-1	-3	-2	-4	6
Cn1nc2c3cc(F)ccc3n(Cc3ccc(F)cc3)cc-2c1=O	1	-5	-3	0.4	5	-1	5	-4	-7	3
Cc1nn(C)c(C)c1C(C)NC(=O)c1ccc(OC2CCN(Cc3ccccn3)CC2)cc1 (configuration not stated)	0	-3	2	0.1	5	-1	5	2	-4	-7
c1ccc(Nc2nnc(SCc3cccc4ccccc34)s2)cc1	-1	-3	4	-0.4	6	0	1	-7	7	-4

Further compounds
SMILES	PRMT1 inh	MBD2 inh	UHRF1 binding	KLK7 zymogen act	TCR-CD3 inh	LEDGF integ inh	Tn7 DDE FP	Tn6 DDE FP	SIAE primary	TDP2 absorb
CCN(CC)CCNC(=O)c1c(O)c2cccc3c2n(c1=O)CCC3	-2	-3	2	0.5	-7	-3	-1	-2	5	3
Cc1cccc(OCc2nnc(SCc3cc(=O)[nH]c4ccccc34)n2-c2ccccc2)c1	3	7	5	-1.2	0	3	2	-4	-11	-9
c1ccc(-n2cccc2)c(N2CCCCC2)c1	-4	0	3	-0.6	-2	2	-5	0	1	1
COc1ccc(N(CC(=O)N2CCN(c3cccc(C)c3C)CC2)S(=O)(=O)c2c(C)noc2C)cc1	-1	6	2	0.1	-2	-4	-4	-1	5	5
COCCNC(=O)C(c1cccc(OC)c1)N(C(=O)Cn1nnc2ccccc21)c1cccnc1 (configuration not stated)	-1	5	0	-1.5	2	0	-3	-2	5	-8
C[C@H](O)[C@@H]1CN2CCc3c([nH]c4ccc(-c5ccc6c(c5)OCO6)cc34)[C@@H]2C[C@@H]1N(C)C(=O)Nc1cc(Cl)cc(Cl)c1	-1	2	-1	0.0	6	1	-4	-6	-20	0
Cn1ccnc1CN1CCCCC1C(=O)Nc1ccc(Oc2cccnc2)cc1 (configuration not stated)	-6	-3	-1	0.8	2	0	3	11	-5	0
COC(=O)c1ccccc1NC(=O)CCC(=O)N1CC(C)Oc2ccc(C)cc21 (configuration not stated)	-1	-5	1	0.5	5	-1	-4	-1	-1	4
O=C(CN1C(=O)NC(c2ccccc2)(c2ccccc2)C1=O)Nc1cccnc1Cl	-3	-3	0	0.5	2	6	-4	1	1	13
Clc1ccc(C(c2cccs2)N2CCNCC2)cc1 (configuration not stated)	2	5	-1	0.1	2	-1	-4	0	-1	-8
CC(/C=N/NC(=O)c1cccs1)=C\c1ccco1	3	4	-2	0.2	-6	-6	-4	-5	9	-2
CC(C)Cc1nc2oc3c(NCC4CCCO4)ncnc3c2c2c1CCC2 (configuration not stated)	2	1	1	-0.1	0	5	0	0	-9	2
Brc1ccc(CNCCCSc2ncccn2)cc1	-2	-2	-1	-0.4	-1	4	-2	6	-1	-3
CCOc1ncccc1C(=O)OCC(=O)Nc1cc(C(C)(C)C)ccc1OC	-2	-1	-2	0.6	2	2	-5	-4	-1	6
CCN(C(=O)COC(=O)c1cc(-c2ccccc2)nc2c1c(C)nn2-c1ccc(C)cc1)C1CCS(=O)(=O)C1 (configuration not stated)	1	-2	-2	-0.4	3	-2	7	-4	-12	7
CC(=O)Nc1ccc(S(=O)(=O)N2CCN(S(=O)(=O)c3ccccc3)CC2)cc1	-1	6	3	-0.3	-10	-1	4	-2	-33	-5
CCOC(=O)C1=C(C)NC(C)=C(C(=O)OCC)C1C(=O)OCC(=O)NCc1ccccc1	-1	-6	3	3.1	-2	2	-5	-7	2	4
CCOC(=O)c1c(C)c(C(=O)N2CCN(c3ccc(F)cc3)CC2)c(C)n1C	-2	-3	-1	0.1	10	-4	4	-2	0	0
c1ccc(CSc2nnnn2-c2ccc3c(c2)OCCO3)nc1	-1	3	4	-1.1	-3	-1	3	0	0	-12
CCNC(=O)C1CCCN(C(=O)c2cccc(Cl)c2)CC1 (configuration not stated)	-3	-2	0	-1.0	-7	2	-4	7	1	1
COC(=O)CSC1=C(C#N)C(c2ccc(C)cc2)C2=C(CCCC2=O)N1 (configuration not stated)	13	0	3	6.4	9	0	-4	-4	5	-7
CCOC(=O)[C@]12CCC=C1N(Cc1cccc3ccccc13)C(=O)[C@H](CC(=O)N1CCCC1)C2	3	-6	-1	0.5	0	-2	-6	0	4	7
Cc1c(O)ccc2c(CN(C)Cc3ccccc3)cc(=O)oc12	5	2	2	-74	0	-8	1	6	1	-17
CN1CCN(S(=O)(=O)c2ccc(CNC(=O)c3ccccc3)s2)CC1	-1	3	-1	-0.2	-2	-4	1	3	-4	3
COc1ccccc1C1(CC(=O)N2CCCCC2)CCOC(C(C)C)C1 (configuration not stated)	2	-2	-1	-0.1	-6	1	1	6	-1	-1

Next structures:
SMILES	PRMT1 inh	MBD2 inh	UHRF1 binding	KLK7 zymogen act	TCR-CD3 inh	LEDGF integ inh	Tn7 DDE FP	Tn6 DDE FP	SIAE primary	TDP2 absorb
O=C1c2ccccc2C(c2nnnn2Cc2ccccc2)N1Cc1cccc(F)c1 (configuration not stated)	3&-2	-6&-2	-1&-3	-0.3&-0.4	7&-1	-1&-1	4&2	0&5	3&16	1&11
COc1ccccc1OCc1ccc(C(=O)n2nc(C)c(Cl)c2C)o1	4	-6	1	0.5	-4	1	-6	-8	3	-5
COCCn1c(=O)[nH]c2cc(C(=O)Nc3cc(C)cc(C)c3)ccc2c1=O	-1	5	0	-0.4	4	4	-3	-10	-6	9
COCCCNC(=O)c1ccc(CS(=O)(=O)c2ccc(OC)cc2)o1	-3	1	1	-0.1	4	1	-2	6	-2	1
O=C(Nc1nnc([C@@H]2C[C@H](O)[C@@H](CO)O2)s1)Nc1cccc(Cl)c1Cl	3	4	4	-0.2	0	-2	4	2	-5	1
Nc1cc(C(=O)N2CCN(c3ccc([N+](=O)[O-])cc3)CC2)ccc1N1CC2CC(C1)c1cccc(=O)n1C2 (configuration not stated)	-1	-8	-3	-0.3	5	0	2	-2	2	4
COC(=O)c1cc(-c2c(-c3cc(OC)c(OC)c(OC)c3)noc2C)cc([N+](=O)[O-])c1	0	-4	-1	-0.3	-2	2	-4	2	0	-10
C=C(C)CSc1nnc(-c2cccc(S(=O)(=O)N(C)C)c2)n1-c1cc(OC)ccc1OC	-1	2	-1	0.0	6	0	1	4	-1	0
CC(C)C(C(=O)Nc1ccncc1)c1ccc(Cl)cc1 (configuration not stated)	-1	1	2	0.2	1	0	1	4	-1	-3
CCN1C(=O)[C@@H]2[C@@H](c3ccc(-c4ccccc4)cc3)N3CCC[C@@]3(C(=O)OC)[C@@H]2C1=O	-1	-2	-4	0.1	3	0	4	3	5	5
Cc1ccc(SCCC(=O)N2CCC(C)CC2)cc1	-1	-3	-1	-0.7	7	2	-1	2	-2	5
C=CCN1C(=O)C(Cc2ccc(SC(F)F)cc2)SC1=Nc1ccc(C(=O)O)cc1 (configuration not stated)	3	1	-3	-0.3	-2	3	3	-1	1	6
Cc1ccc(CNC(=O)CN(Cc2cccs2)C(=O)C2(C)CC(=O)N=C3C=CC=CN32)cc1 (configuration not stated)	-3	-1	-2	1.5	-5	0	2	-4	5	6
Cn1nc(C(=O)NNC(=O)C2CSC3(C)CCC(=O)N23)c2ccccc2c1=O (configuration not stated)	0	1	-2	-0.1	8	-5	-4	0	1	-2
Cc1nnc(SCc2nc3ccccc3nc2C)s1	0	-1	2	-0.6	-2	1	-5	-2	1	-5
COc1ccc(OC)c(C2=NOC(C(=O)Nc3ccccc3SC)C2)c1 (configuration not stated)	10	0	3	-0.1	-3	-1	9	6	2	6
Cc1ccccc1/C=C/c1cccc[n+]1C	-3	-6	-2	0.5	1	3	-5	-4	-1	-15

Compound activity from PubChem.
